KCNK3 inh: human KCNK3 channel inhibition, primary screen. CHO-KCNK3 thallium flux, FluxOR fluorescence; active compounds read low. O14649. B-score at 10 µM. 340,000 compounds, 0.84% hits. AID 602410;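 active = B-score under library mean minus 4 SD, starting fluorescence ratio at most library mean plus 5 SD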;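 note: more negative B-score means stronger inhibition of thallium flux through KCNK3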
hERG protect: hERG (human) protection from proarrhythmic block; activation (rescue from dofetilide block), less the hit threshold, % at 10 µM; CHO-hERG, FluxOR thallium flux, dofetilide IC70 present; Q12809; AID 1511; 310,000 compounds, 0.51% hits;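 active = activation above the mean of controls blocked by dofetilide plus 5 SD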;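 note: thallium influx through hERG after potassium depolarization seen as dye fluorescence rise; in these data hits start at about 4.7%; inactives centre near -7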
MrgX1 allo act: allosterically activates human MrgX1 receptor signaling; MrgX1-HEK293, Fluo-4 calcium flux, FDSS; active compounds read high; B-score at 10 µM; 310,000 compounds, 0.63% hits; AID 588675;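 active = plate-corrected calcium response at least 3 library SD above typical, normal starting fluorescence, not activating the receptor alone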;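 note: compound read alongside a low EC10 to EC30 dose of BAM8-22 agonist; peak minus trough fluorescence over baseline measured at the second addition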
Target sequence (Q96LB2 whole entry, looked up): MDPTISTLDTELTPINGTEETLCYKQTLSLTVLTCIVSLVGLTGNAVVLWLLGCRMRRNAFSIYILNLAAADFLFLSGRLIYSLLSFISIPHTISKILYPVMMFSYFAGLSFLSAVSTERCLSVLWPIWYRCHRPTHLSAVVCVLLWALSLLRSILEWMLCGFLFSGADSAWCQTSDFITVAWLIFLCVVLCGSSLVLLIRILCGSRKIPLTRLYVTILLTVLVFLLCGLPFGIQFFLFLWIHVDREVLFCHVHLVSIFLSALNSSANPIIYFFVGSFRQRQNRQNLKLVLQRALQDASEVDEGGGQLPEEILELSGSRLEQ
KCNK9 inh: human KCNK9 channel inhibition; HEK293 KCNK9, FluxOR thallium flux fluorescence; active compounds read low; B-score at 10 µM; 310,000 compounds, 1.2% hits; Q9NPC2;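 active = ratio B-score over 3 SD below the library mean, with starting fluorescence within 5 SD of its mean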;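 note: negative B-score means less thallium flux so channel inhibition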
Target sequence (Q9NPC2 whole entry, looked up): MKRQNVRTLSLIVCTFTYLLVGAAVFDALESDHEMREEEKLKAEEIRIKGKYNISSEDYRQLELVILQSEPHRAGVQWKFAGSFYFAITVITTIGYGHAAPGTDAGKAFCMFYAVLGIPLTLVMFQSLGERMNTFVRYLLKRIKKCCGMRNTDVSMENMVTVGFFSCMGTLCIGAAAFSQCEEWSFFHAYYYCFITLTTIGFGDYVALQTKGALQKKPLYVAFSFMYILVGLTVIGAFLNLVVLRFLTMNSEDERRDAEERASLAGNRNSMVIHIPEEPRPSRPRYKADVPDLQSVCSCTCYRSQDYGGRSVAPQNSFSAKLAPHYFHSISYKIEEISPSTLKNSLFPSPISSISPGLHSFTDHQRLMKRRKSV
MrgX1 ag: agonists of human MrgX1 receptor; 310,000 compounds, 0.44% hits; B-score at 10 µM; AID 588627; MrgX1-HEK293 cells, Fluo-4 calcium fluorescence, agonist mode; active compounds read high;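 active = calcium response B-score plate-corrected fluorescence ratio at least 3 library SD, with starting fluorescence B-score inside 5 SD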
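Assay system: stable human MrgX1 HEK293 cell line. Quantity: 15,000 cells per well. Schedule: cells plated overnight, dye loaded 0.5 h 37 °C, 0.5 h room temperature. Detection: Fluo-4 NW calcium-flux fluorescence, kinetic read. Read-out basis: peak-minus-minimum fluorescence over baseline, converted to B scores. Control set: positive and negative control wells on each plate.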
KCNQ1 pot: potentiates or activates the human KCNQ1 potassium channel. B-score at 10 µM. P51787. 310,000 compounds, 0.35% hits. CHO-K1 KCNQ1, thallium flux FluxOR fluorescence; active compounds read high;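 active = fluorescence ratio B-score, a plate-corrected score, at least three library SD, with initial intensity B-score within 5 SD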
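Assay system: CHO-K1 cells stably expressing KCNQ1; Medium: assay buffer with matched DMSO; Also added: K+/Tl+ depolarizing stimulus; Dosing: single dose; Timing: dye 90 min, compound 20 min, room temperature; Measured by: kinetic FluxOR thallium fluorescence, 10-s 1-Hz baseline, 110-s post-stimulus read; Read-out: peak-minus-minimum fluorescence over initial fluorescence, negative-control normalized, B-scored.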
KCNQ1 block: inhibitors of human KCNQ1 potassium channel. CHO-K1 KCNQ1, FluxOR thallium flux fluorescence; active compounds read high. B-score at 10 µM. 310,000 compounds, 1.3% hits. AID 2642;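 active = compounds whose thallium flux B-score, printed positive for inhibition, exceeds three library SD while starting fluorescence stays within three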;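 note: channel opened by potassium depolarization with thallium stimulus after 20 min compound exposure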
ANO1 block: inhibitors of mouse TMEM16A calcium-activated chloride channel; Q8BHY3; HEK293 TMEM16A/YFP iodide influx fluorescence, ionomycin; normalized B-score (activity score, 25-100; higher = stronger inhibition) at 10 µM; 310,000 compounds, 1.2% hits;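 active = ratio plate-corrected score three or more library SD toward inhibition, starting fluorescence score within five deviations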;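 note: score derived from kinetic fluorescence span divided by baseline fluorescence per well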
RGS4 block: inhibitors of human RGS4 | HEK293 M3R/RGS4 inducible, Fluo-4 calcium flux; active compounds read high; triggered by carbachol at its EC20 | B-score at 10 µM | 310,000 compounds, 0.45% hits;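 active = B-score, a plate-corrected calcium signal, over three deviations above library mean, with baseline fluorescence within five deviations of library mean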;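 note: RGS4 expression induced by doxycycline in cells with stable M3 receptor; B-score is computed from the integrated fluorescence ratio over baseline after carbachol; higher B-score means a larger calcium signal and so more RGS4 inhibition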
Target sequence (P49798 whole entry, looked up): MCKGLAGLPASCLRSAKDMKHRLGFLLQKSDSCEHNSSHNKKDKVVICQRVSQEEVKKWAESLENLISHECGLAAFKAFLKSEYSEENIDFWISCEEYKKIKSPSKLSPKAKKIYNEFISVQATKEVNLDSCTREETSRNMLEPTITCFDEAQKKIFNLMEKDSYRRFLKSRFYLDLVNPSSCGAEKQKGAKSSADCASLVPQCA
ANO1 activ: mouse TMEM16A channel activation, primary screen | B-score at 10 µM | 340,000 compounds, 0.3% hits | HEK293 TMEM16A/YFP-H148Q/I152L, iodide quench fluorescence; active compounds read low | Q8BHY3;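 active = fluorescence-ratio B-score plate-corrected deviation score at least 3 library SD below zero, with starting fluorescence score within 5 deviations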;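 note: channel opened by trigger with iodide after compound preincubation; score built on the fluorescence ratio of max minus min over baseline; more negative score means more quench and so TMEM16A activation or potentiation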
RGS4 pot: RGS4 potentiation or activation | AID 463111 | 310,000 compounds, 0.92% hits | HEK293 M3R/inducible RGS4, carbachol calcium flux Fluo4; active compounds read low | B-score at 10 µM;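 active = B-score of the integrated calcium signal more than 4 SD below the library mean, with starting fluorescence not abnormally high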;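 note: negative B-score means reduced calcium response which marks RGS4 activation or potentiation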
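Detection: kinetic calcium fluorescence imaging with Fluo4-AM dye, 2 µM / Material: HEK293 cells with stable M3R and inducible RGS4 / Schedule: recording 10 s baseline at 1 Hz, 100 s post-agonist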
Active calls of the source: *; i = inactive; . = not tested or not shown.

Results follow in this order: KCNK3 inh, hERG protect, MrgX1 allo act, KCNK9 inh, MrgX1 ag, KCNQ1 pot, KCNQ1 block, ANO1 block, RGS4 block, ANO1 activ, RGS4 pot
O=C(NCCc1ccc(Cl)cc1)C1CCC(=O)N1Cc1ccc(F)cc1 (centres undefined)
    i, -5, i, i, i, i, i, i, i, i, i
O=C1CCSc2ccc(Cl)cc2N1Cc1cccc(Cl)c1
    i, -8, i, i, i, i, i, i, i, i, i
Nc1nonc1-n1nnc(C(=O)N/N=C/c2ccccc2)c1CSc1ccc(Cl)cc1
    i, -4, i, i, i, i, i, i, i, i, i
O=C(COC(=O)c1cc(=O)[nH]c(=O)[nH]1)NCc1ccccc1
    i, -4, i, i, i, i, i, i, i, i, i
O=C(Nc1ccccc1F)c1ccc(CN2CCN(c3ccccc3)CC2)cc1
    i, -16, i, i, i, i, i, i, i, i, i
c1ccc(-c2ccc(-c3ccccn3)s2)nc1
    i, -5, i, i, i, i, i, i, i, i, i
Cc1ccc(-n2c(-c3c(-c4ccccc4)noc3C)n[nH]c2=S)cc1
    i, -11, i, i, i, i, i, i, i, i, i
CS(=O)(=O)N1CCN(C(=O)c2cc(-c3ccncc3)nc3ccc(Cl)cc23)CC1
    i, -28, i, i, i, i, i, i, i, i, i
C#CCOc1nc(C)cc(C)c1S(=O)(=O)c1ccccc1C
    i, -12, i, i, i, i, i, i, i, i, i
CCOC(=O)c1sc(C)c2c(=O)n(Cc3ccc(Cl)cc3)cnc12
    i, -10, i, i, i, i, i, i, i, i, i
CC1CCCCN1S(=O)(=O)c1cnc(Cl)c(Br)c1 (centres undefined)
    i, -11, i, i, i, i, i, i, i, i, i
O=c1c(Br)c(NCc2ccccc2)cnn1-c1ccc(F)cc1
    i, -8, i, i, i, i, i, i, i, i, i
CCOC(=O)CCC(=O)N1CCOCCOCCN(C(=O)CCC(=O)OCC)CCOCCOCC1
    i, -18, i, i, i, i, i, i, i, i, i
CCOC(=O)/C=C1\CN(CCC(C)C)S(=O)(=O)c2ccccc21
    i, -8, i, i, i, i, i, i, i, i, i
Cc1ccc(SCCNC(=O)c2ccccc2C)cc1
    i, -11, i, i, i, i, i, i, i, i, i
C=CCn1cnc2c(nnn2-c2ccc(C)c(C)c2)c1=O
    i, -15, i, i, i, i, i, i, i, i, i
O=C(Nc1ccc(Cl)cc1)OCc1cncs1
    i, -4, i, i, i, i, i, i, i, i, i
NC(=O)C1=C[C@H](c2ccc3c(c2)OCO3)C[C@H](OCc2ccc(CO)cc2)O1
    i, -8, i, i, i, i, i, i, i, i, i
Cc1cc(C)c2c(c1)/C(=N/Nc1ccc(S(N)(=O)=O)cc1[N+](=O)[O-])CCC2
    i, -12, i, i, i, i, i, i, i, i, i
Cc1noc(C)c1S(=O)(=O)Nc1ccccc1Cl
    i, 0, i, i, i, i, i, i, i, i, i
COc1ccc(CCN(Cc2cccs2)S(=O)(=O)c2ccc(S(=O)(=O)N(C)C3CCCCC3)cc2)cc1OC
    i, -6, i, i, i, i, i, i, i, i, i
CC(=O)Nc1ccc(NC(=O)c2cc(=O)c3ccc(C)cc3o2)cc1
    i, -1, i, i, i, i, i, i, i, i, i
O=C(NCCCc1ccccc1)c1ccc(CS(=O)Cc2ccccc2Cl)o1 (centres undefined)
    i, -9, i, i, i, i, i, i, i, i, i
CCOC(=O)c1cc(=O)c2c([N+](=O)[O-])ccc(OC)c2o1
    i, 2, i, i, i, i, i, i, i, i, i
O=C(N/N=C/c1ccc(OC(F)F)cc1)C1=COCCO1
    i, 16*, i, i, i, i, i, i, i, i, i
COc1cc(/C=C/c2noc(-c3ccccc3O)n2)cc(OC)c1OC
    i, -1, i, i, i, i, i, i, i, i, i
CCCc1cc(=O)[nH]c(SCC(=O)c2cc(C)n(CCOC)c2C)n1
    i, -6, i, i, i, i, i, i, i, i, i
O=C(Cc1ccccc1)Nc1ccc(S(=O)(=O)N2CCOCC2)cc1
    i, -2, i, i, i, i, i, i, i, i, i
CN1CCN(C(c2cc3cc4c(cc3[nH]c2=O)OCCO4)c2nnnn2C2CCCC2)CC1 (centres undefined)
    ., -18, i, i, i, i, i, i, i, ., i
O=C(O)c1cccc(S(=O)(=O)N2CCN(c3ccccn3)CC2)c1
    i, -2, i, i, i, i, i, i, i, i, i
CC(=O)Nc1cccc(N2C(=O)CC(N3CCC(C(=O)N4CCCCC4)CC3)C2=O)c1 (centres undefined)
    i, -5, i, i, i, i, i, i, i, i, i
COCCCNC(=O)Cn1cc2c(n1)CCC(C)C2 (centres undefined)
    i, -4, i, i, i, i, i, i, i, i, i
COC(=O)c1cc2c(ccn2-c2ccc(F)cc2)n1CC(C)C
    i, -9, i, i, i, i, i, 100*, 11*, i, i
CCOc1ccc(S(=O)(=O)N2CCCC(C(=O)N3CCOCC3)C2)cc1C (centres undefined)
    i, -7, i, i, i, i, i, i, i, i, i
CCOc1ccc2[nH]c(=O)c(C(c3nnnn3C3CCCCC3)N3CCN(CC)CC3)cc2c1 (centres undefined)
    i, -18, i, i, i, i, i, i, i, i, i
Cc1cc2ncc(-c3cccc(Cl)c3)cn2n1
    i, -9, i, i, i, i, i, i, i, i, i
O=C(Nc1nc2c(s1)CCCC2)c1cccc(S(=O)(=O)N2CCCc3ccccc32)c1
    i, -12, i, i, i, i, i, i, i, i, i
NCCCCCc1nnc(SCc2ccc(Cl)c(Cl)c2)o1
    i, -19, i, i, i, i, i, i, i, i, -7.1*
C=CCNc1nc(N2CCCCC2)c(C#N)c2c1CN(Cc1ccccc1)CC2
    -11*, -19, i, i, i, i, i, i, i, i, -8.9*
COc1ccc(C2Nc3ccccc3C(=O)N2NS(C)(=O)=O)cc1 (centres undefined)
    i, -6, i, i, i, i, i, i, i, i, i
COc1ccc(CCCC(=O)NC2CCCCC2C)c(C)c1 (centres undefined)
    i, -10, i, i, i, i, i, i, i, i, i
CC(C)=NN/C(N)=N/C(=S)Nc1ccc(C)cc1
    i, -1, i, i, i, i, i, i, i, i, i
CCCOC(=O)CSC1=C(C#N)C(c2ccccc2OC)C(C#N)C(=O)N1 (centres undefined)
    i, -4, i, i, i, i, i, i, i, i, i
O=C(c1ccccc1)N1CCN(c2ncnc3c2cnn3-c2ccccc2)CC1
    i, -9, i, i, i, i, i, i, i, i, i
C=CCNC(=S)N/N=C(\C)c1ccc(OC)cc1
    i, -2, i, i, i, i, i, i, i, i, i
COc1ccc2ccccc2c1/C=N/Nc1cccc(C(=O)O)c1
    i, -2, i, i, i, i, i, i, i, i, i
CC(NC(=O)Nn1cnnc1)(C(F)(F)F)C(F)(F)F
    i, -4, i, i, i, i, i, i, i, i, i
CCOc1ccc(NC(=O)CC2CC(C)(C)OC2=O)cc1 (centres undefined)
    i, -4, i, i, i, i, i, i, i, i, i
O=c1nc2s/c(=C\c3ccc(-c4ccccc4[N+](=O)[O-])o3)c(=O)n2nc1-c1ccccc1
    i, -14, ., i, ., i, i, ., i, i, i
N#CC(c1ccccc1)N(CCCCl)C(=O)c1ccccc1 (centres undefined)
    i, -7, i, i, i, i, i, i, i, i, i
Cc1ccc(CN2CC(C(=O)O)CC2=O)cc1 (centres undefined)
    i, -18, i, i, i, i, i, i, i, i, i
CN1CCN(C(=O)CN(C)S(=O)(=O)c2ccc3ccccc3c2)CC1
    i, -6, i, i, i, i, i, i, i, i, i
O=C(CCN1C(=O)/C(=C/c2ccccc2F)SC1=S)Nc1cccnc1
    i, -5, i, i, i, i, i, i, i, i, i
Cc1oc(-c2ccccc2Cl)[n+]([O-])c1C
    i, -9, i, i, i, i, i, i, i, i, i
O=C(N[C@H](C(=O)O)c1ccccc1)C1CCC(Cn2nnc3ccccc3c2=O)CC1 (some centres undefined)
    ., -11, i, i, i, i, i, i, i, ., i
CCc1nn(CC(=O)NC(C)CCc2ccccc2)c(=O)c2cc3occc3n12 (centres undefined)
    i, -4, i, i, i, i, i, i, i, i, i
CC(=O)Nc1nc(CC(C)C)cc2c1c(=O)oc1ccccc12
    i, -12, i, i, i, i, i, i, i, i, i
Cc1nnc(NC(=O)CSc2nnc3scc(-c4ccc(C)c(C)c4)n23)s1
    i, -9, i, i, i, i, i, i, i, i, i
Cc1c(C)c2ccc(OC(C)C(=O)NCCCN3CCOCC3)c(C)c2oc1=O (centres undefined)
    i, -4, i, i, i, i, i, i, i, i, i
Cc1nc(NCCc2ccccc2)sc1C(=O)O
    i, -7, i, i, i, i, i, i, i, i, i

Continued:
Results follow in this order: KCNK3 inh, hERG protect, MrgX1 allo act, KCNK9 inh, MrgX1 ag, KCNQ1 pot, KCNQ1 block, ANO1 block, RGS4 block, ANO1 activ, RGS4 pot
COC(=O)c1cccc(Nc2nc(-c3cccnc3)nc3ccccc23)c1
    i, -6, i, i, i, i, i, i, i, i, -8.4*
Cc1[nH]c(=S)c(C#N)c(C)c1Cc1ccccc1
    i, -2, i, i, i, i, i, i, i, i, i
COc1cc(C(=O)Nc2sc3c(c2C#N)CCN(C(C)=O)C3)cc(OC)c1OC
    i, -8, i, i, i, i, i, i, i, i, i
CCOc1cc(-c2conc2N)cc(OCC)c1OCC
    i, -1, i, i, i, i, i, i, i, i, i
O=C(CN1CCN(Cc2ccccc2)CC1)Nc1ccc(Cl)cn1
    i, -11, i, i, i, i, i, i, i, i, i
C=CCOc1nc2sc(C)c(C)c2c(=O)n1-c1ccccc1
    i, -3, i, i, i, i, i, i, 6*, i, i
Cc1cc(=O)oc(C)c1C(=O)N1CCN(c2ccc(F)cc2)CC1
    i, -8, i, i, i, i, i, i, i, i, i

Assay outcomes (PubChem BioAssay)
